GAA glycogen – GAA glycogen-cleavage inhibition or activation | P10253 | recombinant GAA, glycogen substrate, Amplex Red glucose oxidase fluorescence | Potency, µM (top dose mostly 76.4 µM), inactives show at the highest dose activity change, negative = inhibition, hits mostly inhibitors | actives 0.38% (n = 300,000) | AID 2100; active = well fitted inhibition curve with a large enough effect; inconclusive = small, poorly fitted or top-dose-only effect, or another doubt; inactive = no such curve, though single readings can be large or run the other way;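 note: 0% = full enzyme reaction and -100% = no-enzyme basal signal; the screen sought inhibitors and activators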
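Natural-substrate format: glycogen cleavage by 4 nM human enzyme, glucose read by Amplex Red coupling (Ex 573, Em 610 nm). Normalized to enzyme and no-enzyme controls.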
* marks the source's active call; other numbers are inactive results; [ ] = another dose, or the depositor's remark. Potency is the fitted concentration of half-maximal effect.

Screening Cc1nc2nc(NCc3ccc(Br)cc3)[nH]n2c(=O)c1Cc1ccccc1 returned GAA glycogen 0.1%[76.3 µM].
For O=C(NC(=S)Nc1ccccc1F)C1CCCCC1 the results were GAA glycogen 0.7%[76.3 µM].
COc1ccc(CNc2nc(-c3ccc(OC)cc3)cc(C(F)(F)F)n2)cc1 was read as GAA glycogen -8.8%[76.3 µM].
`CC(CNC(=O)CCCn1c(=O)c2cccn2c2cccnc21)c1ccccc1` (stereo not given) gave GAA glycogen 4.0%[76.3 µM].
For CCC(=O)Nc1ccc(NC(=O)c2cc3ccccc3o2)c(OC)c1 the results were GAA glycogen 9.7%[76.3 µM].
For Cc1nc(Nc2cc(F)ccc2C)c2nnn(Cc3ccccc3)c2n1 the results were GAA glycogen 3.5%[76.3 µM].
For Cc1ccc(C(=O)N2CCC(C(=O)NC3CCCC3)CC2)cc1 the results were GAA glycogen 1.7%.
For COc1ccc(NC(=O)c2ccc(NS(=O)(=O)c3cccc4cccnc34)cc2)cc1 the results were GAA glycogen -3.1%.
For COc1ccccc1/C=C1\SC(=S)N(CCC(=O)Nc2nnc(C)s2)C1=O the results were GAA glycogen 9.3%[76.3 µM].
Cc1cc(OCC(=O)Nc2ccc(C(=O)OC3CCCCC3)cc2)cc(C)c1Cl was read as GAA glycogen -0.2%[76.3 µM].
CC(=O)N1CCN(C(=O)c2ccc(OC3CCN(CCc4ccccc4)CC3)cc2)CC1 was read as GAA glycogen -9.2%[76.3 µM].
For COc1ccc(NC(=O)c2ccc3ncsc3c2)cc1 the results were GAA glycogen -5.5%.
For O=C(Nc1ccc(-c2csc(Nc3ccccc3)n2)cc1)c1ccccc1 the results were GAA glycogen 14.8%[76.3 µM].
For CCCc1noc(-c2ccc(NCc3ccccc3OC)c([N+](=O)[O-])c2)n1 the results were GAA glycogen 4.7%[76.3 µM].
COC1C(C)=C(C)C(=O)N1Cc1ccc(F)cc1 (stereo not given) was read as GAA glycogen -8.3%[76.3 µM].
For [O-][n+]1ccc(C(O)c2ccccc2)cc1 (stereo not given) the results were GAA glycogen 7.2%[76.3 µM].
Screening COCCc1nnc(NC(=O)C23CC4CC(CC(C4)C2)C3)s1 returned GAA glycogen 0.2%[76.3 µM].
Screening Cc1ccc(N2CC(O)Cn3c2nc2c3c(=O)[nH]c(=O)n2C)cc1 (stereo not given) returned GAA glycogen -4.0%[76.3 µM].
Screening CCOC(=O)Nc1ccc2c(c1)N(C(=O)CCN(CC)CC)c1ccccc1S2=O (stereo not given) returned GAA glycogen 1.7%.
Fc1ccccc1NC(=S)NC1CCCC1 was read as GAA glycogen -6.5%[76.3 µM].
Cc1ccc(S(=O)(=O)N(C)c2ccc(C(=O)Nc3cccc(C)n3)cc2)cc1 was read as GAA glycogen -5.4%[76.3 µM].
CCOc1ccc(CCNC(=O)CSCc2nc(-c3cccc(C)c3)oc2C)cc1OCC was read as GAA glycogen 10.4%[76.3 µM].
Screening CCOc1cccc(C(=O)Nc2ccc3[nH]ncc3c2)c1 returned GAA glycogen -9.5%[76.3 µM].
Screening Cc1ccc(C(=O)N(Cc2cccs2)C2CCS(=O)(=O)C2)cc1 (stereo not given) returned GAA glycogen -3.7%[76.3 µM].
COc1ccc(Cn2c(=O)n(-c3ccccc3C)c(=O)c3c4c(sc32)CN(C(C)=O)CC4)cc1 was read as GAA glycogen -9.3%[76.3 µM].
`CC(NC(=O)C1CCN(S(=O)(=O)Cc2ccccc2)CC1)c1ccccc1` (stereo not given) gave GAA glycogen 11.3%[76.3 µM].
Screening COc1ccc(-c2cc(C(F)(F)F)nc(-n3nc(C(F)(F)F)cc3C)n2)cc1 returned GAA glycogen -1.3%[76.3 µM].
For Cc1cc(SCC(=O)N/N=C/c2ccc(O)c(O)c2)nc2ccccc12 the results were GAA glycogen inconclusive.
For CCCCN(C(=O)CSCc1c(C)noc1C)c1c(N)n(CCC)c(=O)[nH]c1=O the results were GAA glycogen 2.5%[76.3 µM].
For COc1ccc(-c2nc3n(n2)C(c2ccccc2OC)C(C(=O)Nc2cccnc2)=C(C)N3)cc1 (stereo not given) the results were GAA glycogen inconclusive.
Screening Cc1cccc(C)c1OCc1nc2c3cnn(-c4cccc(F)c4)c3ncn2n1 returned GAA glycogen 6.6%[76.3 µM].
For O=C(CSc1nnc(CNC(=O)c2ccc(F)cc2)o1)NCc1ccc(F)cc1 the results were GAA glycogen -9.9%[76.3 µM].
For Cc1ccccc1-c1noc(-c2cccnc2NCc2ccco2)n1 the results were GAA glycogen 17.5%[76.3 µM].
Screening COc1ccc(CCNC(=O)CSc2nnnn2-c2cccc(C(C)=O)c2)cc1OC returned GAA glycogen 3.6%[76.3 µM].
COc1ccc(NC(=O)c2oc3ccccc3c2NC(=O)Cc2ccc(F)cc2)c(OC)c1 was read as GAA glycogen 10.0%[76.3 µM].
Screening CCCc1nc2ccccc2c(=O)n1CCc1ccccc1 returned GAA glycogen -4.3%[76.3 µM].
O=C(Nc1nc2ccccc2[nH]1)c1ccc(Cl)cc1 was read as GAA glycogen -7.8%.
COc1cccc(-c2cc(C(=O)N/N=C/c3ccco3)c3ccccc3n2)c1 was read as GAA glycogen -1.2%[76.3 µM].
Screening CC(C)C(=O)Nc1cc2c3c(c1)CCN3C(=O)CC2 returned GAA glycogen 2.2%[76.3 µM].
Screening Cc1ccc(C(=O)OC(C)C(=O)NC2CCCCC2C)cc1S(=O)(=O)N1CCOCC1 (stereo not given) returned GAA glycogen -6.6%[76.3 µM].
`COc1ccc(Cl)cc1NC(=O)N1CCC2(CC1)Oc1ccccc1C(=O)N2Cc1ccc(F)cc1` gave GAA glycogen 11.7%[76.3 µM].
`CCc1ccc(/C=N/n2c(C3CCCCC3)n[nH]c2=S)cc1` gave GAA glycogen -27.6%.
`O=C(OCC(=O)N1CCOCC1)c1ccccc1Br` gave GAA glycogen 4.5%.
Screening CSc1ccccc1OCc1cc(C(=O)NCCc2nc(C)cc(C)n2)no1 returned GAA glycogen -20.7%[76.3 µM].
Screening CCN1CCOC(=O)C1CC(=O)Nc1ccc(C(C)=O)cc1 (stereo not given) returned GAA glycogen -23.2%[76.3 µM].
For CCOc1ccc(S(=O)(=O)Nc2nc3ccccc3nc2Nc2ccc(OC)cc2)cc1 the results were GAA glycogen 9.8%[76.3 µM].
COc1ccc(CN(CC(=O)NCc2ccco2)C(=O)CNS(=O)(=O)c2ccc(C)cc2)cc1 was read as GAA glycogen -18.8%.
For Cc1ccc(CNC(=O)CCCCCn2c(=O)c3sccc3n(CC(=O)Nc3ccc(C)c(F)c3)c2=O)cc1 the results were GAA glycogen -6.3%[76.3 µM].
Screening CCn1ccnc1CN(C)C(=O)c1cc(COc2ccc(OC)c3ccccc23)on1 returned GAA glycogen -11.8%[76.3 µM].
Screening COc1ccc(C(=O)C2CCN(CC(=O)NCc3ccccc3)CC2)cc1 returned GAA glycogen 13.3%[76.3 µM].
Screening Cn1c(=O)[nH]c(=O)c2c1nc(NCCO)n2CC(O)COc1ccccc1 (stereo not given) returned GAA glycogen -8.5%[76.3 µM].
`Cc1ccc(-c2c(CN3CCN(c4cccc(C)c4)C(C)C3)csc2C)cc1` (stereo not given) gave GAA glycogen -2.0%[76.3 µM].
For CCCCCn1c(=O)[nH]c2cc(C(=O)Nc3cc(C)cc(C)c3)ccc2c1=O the results were GAA glycogen -1.1%[76.3 µM].
For COc1ccc(CCNC(=O)CC(=O)N/N=C/c2ccc(C(=O)O)cc2)cc1OC the results were GAA glycogen -2.9%[76.3 µM].
`Cc1ccc(S(=O)(=O)N(CC(=O)Nc2ccc(F)cc2F)Cc2ccc(F)cc2)cc1` gave GAA glycogen -15.0%[76.3 µM].
`COc1cccc(CN2CCN(C(=O)c3oc4c(F)cccc4c3C)CC2=O)c1` gave GAA glycogen -8.2%[76.3 µM].
Screening CCOc1ccc(S(=O)(=O)c2c(C(=O)c3ccc(C)c(C)c3)cnc3ccccc23)cc1 returned GAA glycogen 9.1%[76.3 µM].
For CCOc1ccc2[nH]c3nc(SCC(=O)NC4CC4)nnc3c2c1 the results were GAA glycogen -15.8%.
Screening Oc1c(Br)cc(Br)cc1/C=N/Nc1ccc(Cl)nn1 returned GAA glycogen -3.8%.
Fc1ccc(/C=N/n2c(C3CCCCC3)n[nH]c2=S)cc1 was read as GAA glycogen inconclusive.
Screening CC(C)(C)c1ccc(C2NC(=O)c3n[nH]c(-c4cccs4)c32)cc1 (stereo not given) returned GAA glycogen -11.8%[76.3 µM].
NC(=O)CC(NC(=O)Cc1ccc(Br)cc1)c1ccc(N2CCc3ccccc3C2)c([N+](=O)[O-])c1 (stereo not given) was read as GAA glycogen 20.4%[76.3 µM].
COC(=O)c1ccc(OCC2NCCc3cc(OC)c(OC)cc32)cc1 (stereo not given) was read as GAA glycogen 7.0%[76.3 µM].
Cc1cc(NC(=O)CCC(=O)N(c2ccccc2C)C(C(=O)NC2CCCC2)c2ccccc2)no1 (stereo not given) was read as GAA glycogen -0.4%.
Screening CC1CCCN(c2nc3c(-c4ccc(Cl)cc4)nnn3c3ccccc23)C1 (stereo not given) returned GAA glycogen 6.4%[76.3 µM].
For Cc1c(C)c2c(OCC(=O)N3CCC[C@H]3C(=O)O)cc3c(c2oc1=O)CCC(C)(C)O3 the results were GAA glycogen -1.7%[76.3 µM].
For Cc1cc(OC(=O)c2ccc(OC(C)C)cc2)c([N+](=O)[O-])c(=O)[nH]1 the results were GAA glycogen -5.3%[76.3 µM].
COc1ccc(CCNC(=O)c2cnc(C)cn2)cc1 was read as GAA glycogen -6.6%[76.3 µM].
For O=C(O)c1ccc2c(c1)C(=O)N(Cc1ccco1)C2=O the results were GAA glycogen 1.5%[76.3 µM].
`COC(=O)c1cnn(-c2nc(-c3ccccc3)cs2)c1N` gave GAA glycogen 5.5%.
Screening COc1ccc(S(=O)(=O)NCc2ccc(C(=O)NCc3ccccc3)cc2)cc1 returned GAA glycogen 11.2%[76.3 µM].
CC(=O)Nc1ccc(CN2CCc3c([nH]c4ccccc34)C2C(C)(C)C)cc1 (stereo not given) was read as GAA glycogen -3.6%[76.3 µM].
`O=C(Nc1c2c(nn1-c1ccccc1)CS(=O)C2)c1ccc(Br)o1` (stereo not given) gave GAA glycogen 0.5%[76.3 µM].
For COc1ccc(CCNc2ncnc3sc(C)cc23)cc1OC the results were GAA glycogen -4.6%[76.3 µM].
For Oc1ccc(Br)cc1/C=N/n1c(COc2ccccc2)n[nH]c1=S the results were GAA glycogen 2.3%.
`Clc1cccc(OCCN2CCCC2)c1` gave GAA glycogen -1.6%[76.3 µM].
O=C(O)[C@@H]1CCCN1C(=O)c1ccccc1N1C(=O)[C@@H]2Cc3c([nH]c4ccccc34)C(c3cccc(Cl)c3)N2C1=O (stereo not given in full) was read as GAA glycogen -7.8%[76.3 µM].
COC(=O)c1ccccc1NC(=O)CCCN1C(=O)C(c2ccccc2)Oc2cccnc21 (stereo not given) was read as GAA glycogen -8.4%[76.3 µM].
Screening CCOc1ccc(N(CC(=O)NCCc2ccc(F)cc2)S(=O)(=O)c2ccccc2)cc1 returned GAA glycogen -13.4%[76.3 µM].
For CC(C)Oc1ccc(CNC(=O)c2ccc(NC(=O)N3CC(C)Sc4ccccc43)cc2)cc1 (stereo not given) the results were GAA glycogen -7.0%[76.3 µM].
CC(C)(C)c1ccc(OCC(=O)Nc2ccncc2)c(Br)c1 was read as GAA glycogen 1.1%[76.3 µM].
For CN(C)S(=O)(=O)c1cccc(CSCc2cccc(S(=O)(=O)N(C)C)c2)c1 the results were GAA glycogen 2.4%.
CC(=O)Nc1ccc(C2CC(c3ccc(Cl)cc3)=NN2c2ccccc2)cc1 (stereo not given) was read as GAA glycogen -4.9%.
`Cc1ccccc1Cn1c(SCc2ccc(C(=O)N3CCCCC3)cc2)nc2ccncc21` gave GAA glycogen 5.8%[76.3 µM].
Screening Cc1oc(C)c2c(=O)cc(-c3ccc4c(c3)OCO4)cc(OC(=O)c3cccc(Br)c3)c12 returned GAA glycogen -4.6%[76.3 µM].
Screening CCOC(=O)C1CCCN(C(=O)Cn2ncc3c4ccccc4n(C)c3c2=O)C1 (stereo not given) returned GAA glycogen -6.0%[76.3 µM].
CN(CC(=O)Nc1ccc(F)cc1)C(=O)CN1C(=O)NC2(CCCc3ccccc32)C1=O (stereo not given) was read as GAA glycogen -0.2%[76.3 µM].

A draw from above in order of count of non-hydrogen atoms, largest number first:
O=C(O)[C@@H]1CCCN1C(=O)c1ccccc1N1C(=O)[C@@H]2Cc3c([nH]c4ccccc34)C(c3cccc(Cl)c3)N2C1=O (stereo not given in full) was read as GAA glycogen -7.8%[76.3 µM].
For Cc1ccc(CNC(=O)CCCCCn2c(=O)c3sccc3n(CC(=O)Nc3ccc(C)c(F)c3)c2=O)cc1 the results were GAA glycogen -6.3%[76.3 µM].
`COc1ccc(Cl)cc1NC(=O)N1CCC2(CC1)Oc1ccccc1C(=O)N2Cc1ccc(F)cc1` gave GAA glycogen 11.7%[76.3 µM].
CCOc1ccc(CCNC(=O)CSCc2nc(-c3cccc(C)c3)oc2C)cc1OCC was read as GAA glycogen 10.4%[76.3 µM].
For CCOc1ccc(S(=O)(=O)Nc2nc3ccccc3nc2Nc2ccc(OC)cc2)cc1 the results were GAA glycogen 9.8%[76.3 µM].
For CN(C)S(=O)(=O)c1cccc(CSCc2cccc(S(=O)(=O)N(C)C)c2)c1 the results were GAA glycogen 2.4%.
COC(=O)c1ccc(OCC2NCCc3cc(OC)c(OC)cc32)cc1 (stereo not given) was read as GAA glycogen 7.0%[76.3 µM].
Screening CC(C)(C)c1ccc(C2NC(=O)c3n[nH]c(-c4cccs4)c32)cc1 (stereo not given) returned GAA glycogen -11.8%[76.3 µM].
CC(C)(C)c1ccc(OCC(=O)Nc2ccncc2)c(Br)c1 was read as GAA glycogen 1.1%[76.3 µM].
For COc1ccc(NC(=O)c2ccc3ncsc3c2)cc1 the results were GAA glycogen -5.5%.
For O=C(NC(=S)Nc1ccccc1F)C1CCCCC1 the results were GAA glycogen 0.7%[76.3 µM].
For [O-][n+]1ccc(C(O)c2ccccc2)cc1 (stereo not given) the results were GAA glycogen 7.2%[76.3 µM].

High-throughput results from PubChem BioAssay.

The list is partial; count on the stated rates, not on these rows.
